Screening data as filed in PubChem.
RSV antiviral HEp-2 = RSV antiviral activity via CPE protection, HEp-2 cells, primary 10 µM value included (AID 2391); HEp-2 cells, RSV-induced CPE inhibition; higher % means a stronger effect; one-dose CPE inhibition, % at 10 µM; IC50 in µM for titrated hits; actives 0.13% (n = 310,000); in the data active = a potency from the dose series; also: strong numbers were not always called active
NS5 inhibitors = Dengue-2 NS5 methyltransferase inhibitors, primary screen, biochemical, confirmation dose response (AID 588689); Genome polyprotein (Dengue virus type 2 (strain 16681-PDK53)); Dengue-2 NS5 methyltransferase capping enzyme assay, biochemical; higher % means a stronger effect; one-dose inhibition, % at 25 µM; IC50 in µM for titrated hits; actives 0.3% (n = 340,000); in the data active = a potency from the dose series
HIV peptide binding = inhibitors of HIV fusion peptide binding, primary screen, biochemical, uHTS, fluorescence dequenching (AID 1986); cell-free peptide binding, fluorescence dequenching, 30 min; higher % means a stronger effect; inhibition, % at 20 µM, or IC50 in µM where a hit was titrated; actives 0.3% (n = 290,000); in the data active = inhibition mostly above about 52%, no sharp cut-off; inactive = mostly below about 76%; also: some results filed as inactive read as strong as hits
MgcRacGAP inhibition = MgcRacGAP GTPase-activating activity inhibitors, confirmation, biochemical, ADP Hunter fluorescence. Rac GTPase-activating protein 1 (Homo sapiens). MgcRacGAP-stimulated Rac1 GTP hydrolysis, ADP Hunter fluorescence; higher % means a stronger effect; GST-tagged Rac1 F28L mutant substrate. one-dose inhibition, % at 30 µM; IC50 in µM for titrated hits. actives 0.6% (n = 340,000);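 active = first-screen hits whose inhibition reached a set limit at any dose in the follow-up dose series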;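 also: fluorescence reports GDP produced by GAP-driven GTP hydrolysis; strong numbers were not always called active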
SV40 large T antigen = SV40 large T antigen inhibitors, biochemical (AID 1903); inhibition, % at 20 µM, or IC50 in µM where a hit was titrated; SV40 large T antigen ATPase/helicase inhibition assay; higher % means a stronger effect; actives 0.39% (n = 310,000); in the data active = a potency from the dose series; also: strong numbers were not always called active
GPR35 arrestin U2OS = GPR35 antagonists blocking zaprinast-driven arrestin recruitment, primary screen, imaging, U2OS, beta-arrestin-GFP, zaprinast agonist (AID 2058) | actives 0.052% (n = 290,000) | G-protein coupled receptor 35 (Homo sapiens) | inhibition, % at 10 µM; hits with a dose series show IC50 in µM | U2OS GPR35 beta-arrestin-GFP translocation imaging, zaprinast antagonism; higher % means a stronger effect;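 active = inhibition of at least 50% with at least 30 cells and total cytoplasm GFP at most 10,000,000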
K1F lysis inhibition = inhibition of K1F phage lysis, E. coli UTI89, bacterial capsule biogenesis inhibitors, alamar blue (AID 488966); one-dose inhibition, % at 100 µM; IC50 in µM for titrated hits; actives 0.02% (n = 340,000); E. coli UTI89 K1F phage lysis, alamar blue, 2 h; higher % means a stronger effect;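 active = phage lysis inhibition, versus mean bacterial control, above a set limit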;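 also: capsule biogenesis inhibitors block K1F phage lysis so surviving cells raise fluorescence; higher fluorescence means more inhibition of phage lysis; actives were called in the ten point dose series up to 300 µM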
PhoP inhibition = inhibitors of PhoP regulon expression, primary screen, Salmonella Typhimurium, GFP reporter (AID 1863); one-dose inhibition, % at 50 µM; IC50 in µM for titrated hits; actives 0.16% (n = 300,000); S. Typhimurium PhoP-regulated promoter GFP reporter, 4 h; higher % means a stronger effect;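 active = inhibition over 29.93%, a cutoff 3 SD above the screen mean, later confirmed by dose response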;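 also: 0% = low Mg2+ inducing control and 100% = high Mg2+ repressing control; strong numbers were not always called active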
GPR55 LPI antagonism = GPR55 antagonists blocking LPI-driven arrestin recruitment, primary screen, imaging, U2OS, beta-arrestin-GFP, LPI agonist (AID 2013); G-protein coupled receptor 55 (Homo sapiens); U2OS GPR55 beta-arrestin-GFP translocation imaging, LPI antagonism; higher % means a stronger effect; inhibition, % at 10 µM, or IC50 in µM where a hit was titrated; actives 0.13% (n = 290,000);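 active = spots per cell inhibited over 60%, with over 100 cells counted and total cytoplasm intensity under 500,000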;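 also: U2OS cells stably carrying GPR55 and arrestin-GFP stimulated by 5 µM LPI near EC80; imaged beta-arrestin-GFP aggregate spots per cell after agonist stimulation; plate controls were LPI-stimulated DMSO wells for no effect and DMSO wells without LPI for full effect; some results filed as inactive read as strong as hits; confirmed hits need IC50 under 10 µM and bright autofluorescent wells are also inconclusive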
* hit, by the source's call; / = no result given; [ ] = dose if it differs, or a comment.

SMILES	RSV antiviral HEp-2	NS5 inhibitors	HIV peptide binding	MgcRacGAP inhibition	SV40 large T antigen	GPR35 arrestin U2OS	K1F lysis inhibition	PhoP inhibition	GPR55 LPI antagonism
O=[N+]([O-])c1ccc(-c2cn(-c3ccc(Cl)cc3)c(=S)[nH]2)cc1	0.4%	-1%	-0.4%	0%	4%	-5%	1.9%[50 µM]	18%	6%
COc1ccc(N(CC(=O)NC2CCCC2)C(=O)Cn2nnc(-c3ccc(C)o3)n2)cc1	/	-4%	-1.3%	6%	/	4%	0.5%	/	-3%
COc1ccc(-n2c(CN3CCN(c4ccccn4)CC3)nc3ccc([N+](=O)[O-])cc3c2=O)c(OC)c1	0.9%	1%	-3.8%	9%	11%	12%	0.2%	-3%	1%
O=C(Cn1cnc([N+](=O)[O-])n1)N/N=C/c1ccccc1O	0.5%	0%	2.0%	5%	-3%	3%	-1.2%	-3%	2%
Cc1ccc(-n2c(C)c([N+](=O)[O-])c3ccc(O)c(CN(C)C)c32)cc1	-0.2%	-2%	-3.8%	2%	3%	1%	0.2%	-2%	13%
COc1cccc(CNC(=O)CCC2CCCN(C3CCOCC3)C2)c1 (centres undefined)	-0.2%	-4%	1.5%	4%	/	4%	0.3%	/	8%
CCn1c(SCC(=O)N2CCCc3ccccc32)nnc1-c1ccco1	1.3%	4%	2.6%	15%	8%	-6%	0.6%	17%	12%
O=C1CC[C@H](O)CCN1[C@H](CSc1ccc(Br)cc1)Cc1ccccc1	-0.7%	1%	/	2%	/	/	1.1%	/	/
CC(=O)c1ccc(NC(=S)N2c3ccccc3CC2C)cc1 (centres undefined)	12%	-15%	-3.2%	10%	16%	-12%	0.6%	4%	-9%
COc1ccc(-n2c(SCC(=O)Nc3cc(C)on3)nc3c(c2=O)SCC3)cc1OC	1.9%	-5%	-1.5%	0%	6%	-1%	-0.2%	-2%	-5%
O=S(=O)(c1ccc(NC(=S)NCc2cccnc2)cc1)N1CCCCC1	-1.1%	-10%	0.7%	10%	7%	12%	0.6%	-6%	0%
CCCN(CCC)CCCNC(=O)CC1Nc2ccccc2NC1=O (centres undefined)	1.6%	-2%	-2.1%	17%	9%	-7%	0.6%	-4%	21%
Cc1ccc(CN(CC(=O)NC2CCCCC2)C(=O)c2csnn2)cc1	2.9%	0%	0.6%	5%	5%	15%	-0.3%	-6%	-3%
O=S(=O)(NCCO)c1cccc2cccnc12	0.5%	1%	-2.9%	6%	2%	-5%	6.7%	-4%	0%
COc1ccccc1/C=N/NC(=O)c1ccc(N(C)S(=O)(=O)c2ccccc2)cc1	-0.8%	-2%	-1.4%	4%	-4%	-15%	-0.1%	-5%	5%
CC[n+]1c(/C=C(\C)SC)sc2ccccc21	-0.1%	14%	0.7%	19%	12%	-6%	0.5%	0%	-5%
Cc1ccccc1OCC(=O)O/N=C(\N)Cc1ccc(Cl)cc1	-1.3%	4%	0.3%	12%	-4%	6%	-0.1%	-1%	0%
CCc1nc2c3cnn(-c4cc(Cl)ccc4C)c3ncn2n1	0.4%	-3%	-0.9%	0%	-4%	0%	-0.1%	17%	-8%
COc1ccc(NC(=O)c2cc([N+](=O)[O-])nn2Cc2ccccc2)c(C)c1	5.7%	-8%	22%	10%	2%	8%	0.5%	-3%	13%
Cc1cccc(C(=O)Nc2ccccc2C(=O)NCc2cccnc2)c1	-1.8%	-5%	0.3%	-3%	7%	-4%	0.0%	-2%	4%
CNC1(C(N)=O)CCNCC1	3.6%	-8%	0.8%	5%	12%	22%	0.4%	-3%	13%
COc1ccc2nc(Sc3c([N+](=O)[O-])nc(C)n3Cc3ccccc3)[nH]c2c1	6.4%	/	-0.6%	/	9%	4%	/	4%	38%
CC(C)=N/N=C1/NC(=O)C(Cc2ccccc2)S1 (centres undefined)	2.3%	8%	-0.9%	6%	26%	-7%	-1.2%	-3%	-5%
Cc1c(OCC(=O)NCCN2CCOCC2)ccc2c1oc(=O)c1ccccc12	-0.7%	-7%	1.4%	22%	19%	-9%	-0.3%	-11%	5%
CC(=O)N(C)c1nc(N)n(-c2ccccc2)n1	2.0%	8%	0.4%	-6%	2%	-13%	-0.1%	2%	8%
CCc1ccc(-n2c(O)c(C=NCCN(CC)CC)c(=O)[nH]c2=O)cc1	/	-86%	14%	-4%	10%	-9%	0.2%	-7%	3%
COc1ccc(Nc2ccc(N3C(=O)CCCC3=O)cc2[N+](=O)[O-])c(OC)c1	1.1%	-6%	-0.5%	9%	2%	-4%	4.5%	5%	-3%
CC(NC(=S)Nc1c(Cl)cccc1OC(F)F)C(C)(C)C (centres undefined)	3.8%	-6%	0.5%	8%	0%	-1%	3.6%	0%	9%
C=CCC1(C#N)C(SC)=NC2=C(C(=O)CC(C)(C)C2)C1c1ccc(Br)cc1 (centres undefined)	8.3%	-2%	-1.4%	3%	13%	3%	0.5%	0%	25%
COc1cccc(CC(=O)OCC(=O)NCCc2ccc(F)cc2)c1	1.8%	2%	/	5%	/	/	0.5%[50 µM]	/	/
O=C(N/N=C/c1ccccn1)c1ccco1	1.5%	-3%	-0.1%	8%	9%	13%	0.3%	4%	8%
CCC(C(=O)c1ccc(O)cc1)c1ccccc1 (centres undefined)	7.6%	3%	2.1%	8%	2%	14%	3.9%	8%	30%
CCCCCCSc1cccc(-c2nc3ccc(Cl)cn3c2NCc2ccccc2)c1	-1.2%	-6%	/	2%	5%	/	0.2%	/	/
C=CCN(c1ccc(C(=O)Nc2ccc3c(c2)n(C)c(=O)n3C)cc1)S(C)(=O)=O	2.3%	-1%	0.8%	1%	10%	-10%	-2.5%	-6%	8%
CCC(c1nnc(SCC(=O)Nc2ccc(C(=O)Nc3ccccc3OC)cc2)o1)N(C)C (centres undefined)	0.1%	0%	0.7%	9%	6%	-1%	0.3%	3%	2%
Cc1cc(C)n(S(=O)(=O)c2ccc3oc(=O)ccc3c2)n1	-0.2%	4%	1.8%	2%	2%	0%	-0.1%	-1%	1%
NC(=O)NC(=O)CSc1nc2cc([N+](=O)[O-])ccc2n1-c1cccc(C(F)(F)F)c1	0.2%	2%	-0.7%	-2%	16%	-6%	0.2%	1%	-4%
Cc1ccc2cc(C=O)c(N(C)C)nc2c1	-0.5%	1%	1.9%	3%	5%	17%	1.4%[50 µM]	5%	-14%
COc1c(C(=O)Nc2ccc3[nH]c(=O)[nH]c3c2)cc2ccccc2c1Br	2.1%	-4%	1.0%	1%	6%	-2%	1.4%	0%	20%
CCOc1ccccc1C(=O)NC1CC2CCCC(C1)N2Cc1ccc(C)cc1 (centres undefined)	0.3%	-2%	1.4%	3%	-5%	-1%	-0.4%	15%	7%

Reprinted at random: 2 compounds from above.
SMILES	RSV antiviral HEp-2	NS5 inhibitors	HIV peptide binding	MgcRacGAP inhibition	SV40 large T antigen	GPR35 arrestin U2OS	K1F lysis inhibition	PhoP inhibition	GPR55 LPI antagonism
CCOc1ccccc1C(=O)NC1CC2CCCC(C1)N2Cc1ccc(C)cc1 (centres undefined)	0.3%	-2%	1.4%	3%	-5%	-1%	-0.4%	15%	7%
C=CCN(c1ccc(C(=O)Nc2ccc3c(c2)n(C)c(=O)n3C)cc1)S(C)(=O)=O	2.3%	-1%	0.8%	1%	10%	-10%	-2.5%	-6%	8%

Going on with the list:
SMILES	RSV antiviral HEp-2	NS5 inhibitors	HIV peptide binding	MgcRacGAP inhibition	SV40 large T antigen	GPR35 arrestin U2OS	K1F lysis inhibition	PhoP inhibition	GPR55 LPI antagonism
COc1ccccc1NC(=O)Cn1nnc(-c2ccccc2NC(=O)c2ccco2)n1	1.5%	1%	6.6%	4%	2%	0%	8.1%	-5%	-3%
CC(=C/C(=O)O)/C(=C/c1ccccc1)C(=O)O	1.3%	-1%	1.9%	5%	-1%	5%	1.5%[50 µM]	-2%	1%
Cc1ccc(NC(=O)C2CCCCC2)cc1C	2.2%	5%	/	7%	20%	/	0.9%	-7%	/
C=CCSc1nnc(NC(=O)c2cccc(S(=O)(=O)N(C)c3ccccc3)c2)s1	1.6%	-5%	9.7%	7%	5%	-6%	0.7%[50 µM]	3%	4%
CCN1C(=O)/C(=C/c2ccc(OC)c(OC)c2)N=C1SCC(=O)NCc1ccco1	1.7%	-4%	-2.1%	11%	4%	0%	0.1%	9%	-1%
O=C(NC1CCCC1)C1=COCCO1	1.2%	0%	-1.3%	6%	-1%	-1%	0.4%	0%	5%
O=C1CC2(CCCC2)C(=O)N1CN1CCN(S(=O)(=O)c2ccc(Cl)c(Cl)c2)CC1	-0.8%	1%	/	6%	/	/	0.4%[50 µM]	/	/
COc1ccccc1N(/N=C1\Sc2ccccc2C1=O)C(C)=O	0.7%	1%	-0.4%	3%	26%	12%	-1.6%	-10%	16%
CCC(=O)N/N=C(\C)CC(=O)Nc1ccc(F)cc1	3.6%	-13%	1.3%	-1%	3%	8%	-0.8%	-6%	2%
COc1cccc(N2CCN(S(=O)(=O)c3ccc(-c4coc(C)n4)cc3)CC2)c1	2.5%	-20%	-0.9%	12%	2%	12%	0.6%	-2%	-5%
CCn1ncc(Br)c1C(=O)NC(C)c1ccccc1 (centres undefined)	-0.5%	3%	1.5%	3%	23%	5%	1.5%	11%	-1%
COc1cc(/C=N/N2CCOCC2)ccc1OCc1ccc(Cl)cc1	20%	-4%	1.5%	3%	2%	-17%	1.2%	2%	16%
COc1ccc(OCC(=O)Nc2c3c(nn2-c2ccccc2)CS(=O)(=O)C3)cc1	2.0%	4%	-0.2%	7%	9%	17%	1.0%[50 µM]	0%	21%
Cc1ccc2c(c1)N(CC(=O)N1CCOCC1)C(=O)CO2	1.4%	3%	-0.1%	11%	7%	9%	0.1%	-8%	-10%
CCOc1ccccc1NC(=O)NCc1ccco1	1.1%	-1%	-1.0%	8%	11%	-5%	0.0%	-11%	11%
O=C1C2C(c3ccccc3)CC=CC2[C@H](c2cccc([N+](=O)[O-])c2)N1Cc1ccccc1 (some centres undefined)	4.5%	-5%	0.4%	7%	21%	-7%	1.9%	1%	4%
CCN1CCN(C(=O)c2cc3c(s2)-c2c(C)cccc2OC3)CC1	-2.9%	1%	-1.5%	9%	/	-4%	5.0%	/	-3%
O=C(COc1ccccc1F)NNC(=O)c1ccc2c(=O)n3c(nc2c1)CCC3	0.6%	4%	/	4%	9%	/	0.8%[50 µM]	-5%	/
O=C(Nc1ccc(S(=O)(=O)Nc2cnc3ccccc3n2)cc1)c1ccc([N+](=O)[O-])cc1Cl	3.7%	9%	14%	5%	-2%	12%	0.0%	17%	4%
COc1ccccc1CCN1CCCC(CN(C)C(=O)c2ccc3nc[nH]c3c2)C1 (centres undefined)	0.6%	-5%	-0.8%	4%	7%	-8%	0.8%[50 µM]	8%	14%
Cc1cc(C)cc(OC(=O)COc2ccccc2C)c1	0.8%	3%	-0.6%	3%	9%	-4%	0.0%	/	6%
